Bfl-1 Bim block – human Bim-Bfl-1 interaction inhibition. Bead-based flow cytometry, Bim-Bfl-1 binding inhibition. 190,000 tested, 0.12% active. inhibition, % at 10 µM;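 note: 0% = wells without compound plus tracer and 100% = blocker peptide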
RGS7-Gao – modulates binding of RGS7 to human Galphao; Multiplexed bead flow cytometry; actives lie on both sides; binding response (% of control), % at 10 µM; 220,000 tested, 0.35% active; AID 1439; in the data active = binding response below about 49% or above about 150%; inconclusive = no clear call, values can overlap the other calls; inactive = in between;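 note: fluorescent Galphao held in activated GDP-AlF4 state binding bead-coupled RGS7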
Target sequence (P09471 whole entry, looked up): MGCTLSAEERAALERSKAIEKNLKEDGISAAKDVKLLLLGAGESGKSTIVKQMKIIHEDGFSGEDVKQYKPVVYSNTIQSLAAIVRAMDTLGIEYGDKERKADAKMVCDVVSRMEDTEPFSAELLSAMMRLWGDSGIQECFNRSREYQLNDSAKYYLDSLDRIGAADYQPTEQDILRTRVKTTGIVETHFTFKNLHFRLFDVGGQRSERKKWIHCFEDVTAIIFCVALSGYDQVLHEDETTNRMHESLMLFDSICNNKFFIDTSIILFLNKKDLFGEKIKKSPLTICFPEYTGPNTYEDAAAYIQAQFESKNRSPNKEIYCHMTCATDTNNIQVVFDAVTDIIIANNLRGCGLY
Bim-Bcl-XL – human Bim-Bcl-XL interaction inhibition | Q07817 | Bim peptide-Bcl-XL binding, bead flow cytometry, fluorescence | inhibition, % at 10 µM | 190,000 tested, 0.04% active | AID 1007
Target sequence (Q07817 whole entry, looked up): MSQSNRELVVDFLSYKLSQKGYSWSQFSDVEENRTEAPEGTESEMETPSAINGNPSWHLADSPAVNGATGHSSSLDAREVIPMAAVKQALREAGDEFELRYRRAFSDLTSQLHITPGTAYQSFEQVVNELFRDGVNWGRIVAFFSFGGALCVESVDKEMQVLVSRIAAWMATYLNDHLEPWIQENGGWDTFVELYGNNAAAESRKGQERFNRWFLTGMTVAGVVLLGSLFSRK
Mcl1-Bid inh – Mcl-1/Bid interaction inhibition. Q07820. TR-FRET Mcl-1/Bid-Dy647 peptide binding, 1536-well. inhibition, % at 21.7 µM. 220,000 tested, 0.97% active;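 active = compounds that cut the binding signal by more than half at the single screening dose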;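 note: His-tagged Mcl-1 with europium anti-His antibody binding Bid BH3 peptide; 0% = Mcl-1 plus peptide wells and 100% = peptide-only wells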
GSH fluor – GSH bead compound fluorescence profile. GSH beads flow cytometry, compound fluorescence 488/530 nm; stronger effect = higher value. fluorescence (KMESF) at 10 µM. 190,000 tested, 0.25% active. AID 1776; in the data active = fluorescence above about 89;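 note: glutathione beads carrying GST-tagged Bcl family fusion proteins plus one bare bead set; values are compound well signal with DMSO vehicle wells as background; inactives centre near 16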
Bim-Bcl-W – inhibitors of Bim-Bcl-W interaction, human; bead-based flow cytometry, Bim peptide-Bcl-W binding; inhibition, % at 10 µM; 190,000 tested, 0.02% active;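 note: 0% = bound tracer without compound and 100% = peptide blocker; higher means less fluorescent Bim peptide bound to Bcl-W beads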
Bim-Bcl-2 – inhibitors of Bim-Bcl-2 interaction, human | Bead-based flow cytometry, Bim peptide-Bcl-2 binding | inhibition, % at 10 µM | 190,000 tested, 0.06% active; in the data active = inhibition above about 40%; inconclusive = no clear call, values can overlap the other calls;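 note: 0% = no compound wells with probe peptide and 100% = reference peptide inhibitor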
Target sequence (P10415 whole entry, looked up): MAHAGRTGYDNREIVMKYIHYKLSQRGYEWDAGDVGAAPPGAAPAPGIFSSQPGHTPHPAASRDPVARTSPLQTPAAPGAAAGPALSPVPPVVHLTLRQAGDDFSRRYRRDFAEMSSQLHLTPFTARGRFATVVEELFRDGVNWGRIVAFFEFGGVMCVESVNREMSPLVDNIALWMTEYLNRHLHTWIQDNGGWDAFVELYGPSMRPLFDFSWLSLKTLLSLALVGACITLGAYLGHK
Bim-Bcl-B – disrupts Bim peptide binding to human Bcl-B; AID 951; bead-based flow cytometry; Q9HD36; 190,000 tested, 0.073% active; inhibition, % at 10 µM;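 note: 0% = tracer peptide without compound and 100% = reference inhibitor peptide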
Target sequence (Q9HD36 whole entry, looked up): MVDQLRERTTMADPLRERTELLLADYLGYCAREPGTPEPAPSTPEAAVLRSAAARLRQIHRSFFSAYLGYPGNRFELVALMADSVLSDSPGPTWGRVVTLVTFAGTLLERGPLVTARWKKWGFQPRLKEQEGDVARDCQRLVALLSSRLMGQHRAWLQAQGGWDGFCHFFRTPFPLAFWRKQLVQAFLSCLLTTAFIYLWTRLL
Mcl-1 Bim block – human Bim-Mcl-1 interaction inhibition; 190,000 tested, 0.1% active; Bead-based flow cytometry, Bim peptide-Mcl-1 binding; inhibition, % at 10 µM;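 note: 0% = no compound tracer wells and 100% = peptide blocker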
RGS8-Gao – regulators of human RGS8-Galphao interaction; response (percent of control binding), % at 10 µM; P09471; multiplexed bead flow cytometry, RGS8-Galphao binding; actives lie on both sides; AID 1423; 220,000 tested, 0.34% active; in the data active = response below about 60% or above about 140%; inactive = in between;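 note: Galphao activated as the GDP aluminium fluoride complex binding bead-coupled RGS8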
RGS4-Gao reg – human RGS4-Galphao interaction regulation; AID 1415; Multiplexed bead flow cytometry, RGS4-Galphao binding; actives lie on both sides; 220,000 tested, 0.33% active; binding response (% of control), % at 10 µM; P09471; in the data active = binding response below about 49% or above about 150%; inactive = in between;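 note: fluorescent Galphao activated with aluminum fluoride binding bead-coupled RGS4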
Starred values were filed as active, the others as inactive; ? = inconclusive. Cut-off read from the data, not from the text of the source, unless noted: active = inhibition above about 40%.

SMILES	Bfl-1 Bim block	RGS7-Gao	Bim-Bcl-XL	Mcl1-Bid inh	GSH fluor	Bim-Bcl-W	Bim-Bcl-2	Bim-Bcl-B	Mcl-1 Bim block	RGS8-Gao	RGS4-Gao reg
N/C(Cc1ccc(Cl)cc1Cl)=N\OC(=O)Cc1ccc(Cl)cc1	-3	102	-3	-27	7	-1	-4	-6	-3	102	102
CCCn1c(SCC(=O)/C(C#N)=C(\C)N)n[nH]c1=O	-10	104	6	-7	46	0	-6	-6	-1	102	98
CCn1c(C)[n+](Cc2ccccc2)c2ccc(C(=O)OC)cc21	5	97	0	-6	27	1	2	1	0	99	99
COc1ccccc1CC(=O)Nc1cccc(F)c1	-2	94	0	-28	23	0	0	-1	0	100	98
CC(N=C1CC(C)(C)CC(=O)/C1=C(/O)CCCN1C(=O)c2ccccc2C1=O)C(=O)O (stereo not drawn)	-4	103	-3	-12	12	0	-4	-5	-2	102	102
CCOc1nc(-c2ccc(C)cc2)ccc1-c1noc(-c2cccnc2)n1	-3	101	-4	43	18	-1	-1	-3	-1	100	102
Cn1c(=O)n(C)c2cc(/C=N/NC(=O)c3ccc(Cl)cc3Cl)ccc21	0	102	2	-12	5	3	2	4	1	101	95
COc1ccc(NC(=S)NC(NC(=O)C(C)C)C(Cl)(Cl)Cl)c([N+](=O)[O-])c1 (stereo not drawn)	-4	95	0	-25	29	0	0	2	1	99	96
COC(=O)c1cc2oc(C)cc2n1CC(=O)N(C)c1ccccc1	0	99	1	-42	22	0	9	2	0	90	91
Oc1ccc(-c2nc(-c3ccc(O)c(O)c3)cs2)cc1	0	97	0	-2	5	1	-3	-1	0	97	101
COc1ccccc1N1N=C(c2cccs2)CC1c1ccccc1 (stereo not drawn)	2	98	-2	-23	6	0	-1	-4	-3	87	88
CC1(c2ccccc2)NC(=O)N(CC#N)C1=O (stereo not drawn)	0	101	0	3	12	1	2	-1	-2	100	98
COc1cccc(-c2nc(-c3ccc(NC(=O)c4ccncc4)cc3)no2)c1	-6	95	-1	-19	5	0	-3	0	-1	103	92
CCN(c1ccccc1)S(=O)(=O)c1cc(C(=O)O)ccc1C	0	101	-3	-13	14	0	0	2	0	102	101
CC(=O)N1CCC2(CC1)C(C#N)=C(N)Oc1c2sc2nc(C)cc(C)c12	-8	97	11	-23	37	1	-9	-9	0	98	100
CCC1(CC)NC(=O)N(CC(=O)OCC(=O)Nc2sccc2C#N)C1=O	-8	97	-1	-3	21	0	-3	-5	-1	101	100
CC(C)(C#CC(O)(c1ccccc1)c1ccccc1)N1CCCC1	-2	108	0	-9	14	0	0	-2	0	99	98
CCOC(=O)c1cnc(-c2ccccc2)nc1N1CC(C)OC(C)C1 (stereo not drawn)	4	97	0	-34	21	-2	1	4	-3	101	101
CN1\C(=C/C=C/C=C/C=[N+](C)C)C(C)(C)c2ccccc21	2	82	-2	-87	10	1	3	0	-1	69	87
O=C(CCc1ccccc1)Nc1ccc(NC(=O)c2ccco2)nc1	0	101	-2	-58	19	-2	-1	-3	-2	100	97

One compound at a time (already shown). Order of values: Bfl-1 Bim block, RGS7-Gao, Bim-Bcl-XL, Mcl1-Bid inh, GSH fluor, Bim-Bcl-W, Bim-Bcl-2, Bim-Bcl-B, Mcl-1 Bim block, RGS8-Gao, RGS4-Gao reg
CCOC(=O)c1cnc(-c2ccccc2)nc1N1CC(C)OC(C)C1 (stereo not drawn) reads 4, 97, 0, -34, 21, -2, 1, 4, -3, 101, 101
COc1cccc(-c2nc(-c3ccc(NC(=O)c4ccncc4)cc3)no2)c1 reads -6, 95, -1, -19, 5, 0, -3, 0, -1, 103, 92

The list continues:
SMILES	Bfl-1 Bim block	RGS7-Gao	Bim-Bcl-XL	Mcl1-Bid inh	GSH fluor	Bim-Bcl-W	Bim-Bcl-2	Bim-Bcl-B	Mcl-1 Bim block	RGS8-Gao	RGS4-Gao reg
COc1ccc(N(C)C2=NS(=O)(=O)c3ccccc32)cc1	-10	102	-2	-24	12	0	-10	-10	-1	101	104
C/C(=N\NC(=O)c1ccoc1C)c1cccnc1	-9	105	-7	-2	17	-3	-5	-6	-4	100	102
O=C(NCc1cccnc1)c1cccc(-c2cc3ccccc3oc2=O)c1	3	95	4	1	21	0	0	5	0	100	100
Cc1nn(C)cc1C(=O)Nc1cc(Oc2ccc(Cl)cc2)cc([N+](=O)[O-])c1	-3	103	0	-13	4	5	-2	1	3	103	104
CCOC(=O)N1CCC(Nc2ncnc3c2cnn3-c2ccc(C)cc2C)CC1	0	105	6	-14	19	2	1	1	1	123	104
Cc1ccc(S(=O)(=O)NC(N)=NCCc2ccc(Cl)cc2)cc1	0	102	-1	7	10	1	1	-4	0	102	103
O=C(NC1=NCCS1)c1ccc(Cl)c(S(=O)(=O)N2CCOCC2)c1	0	102	0	9	74	0	-1	-1	0	101	103
COc1ccc(Cl)cc1NC(=O)CN(C)CC(=O)Nc1ccccc1C(F)(F)F	0	100	-4	-11	66	-1	-1	1	0	101	104
CCOc1ccc(NC(=O)Nc2cc(C)on2)cc1	-18	100	-9	-11	25	-1	-13	-12	-2	100	103
COc1ccccc1N1CCN(S(=O)(=O)c2cccc(F)c2)CC1	-11	100	-7	9	17	0	-12	-5	-4	102	101
O=C(O)CC1SC(N/N=C/c2ccc(Br)cc2)NC1=O (stereo not drawn)	1	?	0	-16	12	-5	4	0	-2	100	100
Cc1cc(C)n(CCc2nc(-c3ccco3)cs2)n1	0	88	-10	-33	37	0	-9	-9	-20	98	80
O=S(=O)(c1cccc(NC(=S)Nc2ccc(Br)cc2Cl)c1)N1CCOCC1	0	98	-2	-32	10	-5	0	3	-1	97	99
CCn1c(Cn2nnc(-c3ccccc3)n2)nnc1SCC(=O)N1CCOCC1	-12	100	-1	-6	28	-1	-8	-6	1	100	105
COc1ccc(NC(=O)Cc2ccc(C)c(C)c2)cc1Cl	-5	102	-2	-21	21	-1	-1	0	0	101	103
O=C(NC1CCCC1)C(c1ccccn1)N(C(=O)c1csnn1)C1CCCC1 (stereo not drawn)	1	99	0	-1	16	-1	1	-3	1	104	101
O=C(Nc1ccccc1C(=O)N1CCOCC1)c1ccc([N+](=O)[O-])cc1	-5	?	-3	-2	18	0	-1	-3	-1	98	101
O=C(CSc1ccc(F)cc1)NC1CCCCC1	-2	95	1	-11	22	0	-4	-3	-1	98	98
CCOc1ccc(C(Nc2ccc(C)cc2)P2(=O)OCC(C)(C)CO2)cc1 (stereo not drawn)	0	104	-2	-16	21	0	1	0	-1	104	104
CCCCN(c1ccccc1)c1ncnc2nc[nH]c12	-8	102	-5	-36	18	0	-5	-4	0	99	99
N#Cc1c2n(c3c(=O)n(Cc4ccccc4Cl)cnc13)CCCC2	-4	96	-2	0	23	0	-4	-4	-2	101	101
CNc1ncc(C(=O)c2ccccc2)s1	-11	97	-3	-22	23	4	-4	-6	0	99	95
COc1ccc(C2CC(c3ccccc3OC(C)=O)=NN2C(=O)/C=C/c2ccccc2)cc1OC (stereo not drawn)	-15	108	-10	-22	17	-4	-7	-11	-9	102	104
CCOc1c(OC)cccc1C1CC(=O)Nc2cc3c(cc21)OCCO3 (stereo not drawn)	-4	104	-9	-2	14	-6	-4	-10	-8	106	102
S=C(c1ccc(Br)cc1)N1CCN(Cc2ccccc2)CC1	1	107	0	2	12	-1	3	0	0	106	109
C=CCn1c(O)c(N=NC(=O)CNC(=O)/C=C/c2ccco2)c2ccccc21	-16	90	-6	-16	30	-2	-9	-7	-2	98	92
COc1ccc(-n2ncc(N(C)n3cccc3)c(Cl)c2=O)cc1	-1	115	0	-10	12	-2	-3	-2	-4	113	115
S=C(NCc1cccs1)Nc1ccc(Cl)cc1	0	105	-3	-36	12	-3	-1	-6	-3	101	103
COc1ccc(Cl)cc1NC(=O)Cn1c(NCCO)nc2ccccc21	-5	?	-3	-21	12	-1	-2	-5	-4	101	99
COc1ccc(-c2cc(C(=O)Nc3c(C)nn(Cc4ccccc4Cl)c3C)no2)cc1	-1	96	-2	-10	9	0	2	0	2	101	94
COc1ccc(CS(=O)(=O)/C(Cl)=C(/Cl)C(=O)Nc2ccc(OC)nc2)cc1	-9	106	0	6	49	4	-7	-7	-1	100	104
COc1cccc(C(=O)N2CCOCC2)c1OC	-4	103	1	-29	24	2	-2	0	0	103	104
CCOC(=O)C1=C(C)NC(=S)NC1c1ccsc1 (stereo not drawn)	4	102	-1	-30	8	-1	-2	-15	0	102	99
CSCC[C@H](NC(=O)Nc1cccc(C(F)(F)F)c1)C(=O)O	-11	110	-3	-19	51	1	-5	-6	0	99	103
COc1ccc(C2C3=C(CC(C)(C)CC3=O)N(C)C3=C2C(=O)CC(C)(C)C3)cc1	-6	101	-3	-41	11	-3	-2	-3	-3	99	101
CCOC(=O)CN(C(=O)Cn1nnc2ccccc21)C(C(=O)NCCOC)c1ccccc1 (stereo not drawn)	-10	97	-1	-3	24	4	0	-1	2	98	99
COc1cc(C(=O)N2CCN(S(=O)(=O)c3cccs3)CC2)cc(OC)c1C	-4	?	-1	-25	15	-3	-2	-7	-1	99	95

A section from further up, as a working copy:
SMILES	Bfl-1 Bim block	RGS7-Gao	Bim-Bcl-XL	Mcl1-Bid inh	GSH fluor	Bim-Bcl-W	Bim-Bcl-2	Bim-Bcl-B	Mcl-1 Bim block	RGS8-Gao	RGS4-Gao reg
C=CCn1c(O)c(N=NC(=O)CNC(=O)/C=C/c2ccco2)c2ccccc21	-16	90	-6	-16	30	-2	-9	-7	-2	98	92
COc1ccc(-n2ncc(N(C)n3cccc3)c(Cl)c2=O)cc1	-1	115	0	-10	12	-2	-3	-2	-4	113	115
S=C(NCc1cccs1)Nc1ccc(Cl)cc1	0	105	-3	-36	12	-3	-1	-6	-3	101	103
COc1ccc(Cl)cc1NC(=O)Cn1c(NCCO)nc2ccccc21	-5	?	-3	-21	12	-1	-2	-5	-4	101	99
COc1ccc(-c2cc(C(=O)Nc3c(C)nn(Cc4ccccc4Cl)c3C)no2)cc1	-1	96	-2	-10	9	0	2	0	2	101	94
COc1ccc(CS(=O)(=O)/C(Cl)=C(/Cl)C(=O)Nc2ccc(OC)nc2)cc1	-9	106	0	6	49	4	-7	-7	-1	100	104
COc1cccc(C(=O)N2CCOCC2)c1OC	-4	103	1	-29	24	2	-2	0	0	103	104
CCOC(=O)C1=C(C)NC(=S)NC1c1ccsc1 (stereo not drawn)	4	102	-1	-30	8	-1	-2	-15	0	102	99
CSCC[C@H](NC(=O)Nc1cccc(C(F)(F)F)c1)C(=O)O	-11	110	-3	-19	51	1	-5	-6	0	99	103
COc1ccc(C2C3=C(CC(C)(C)CC3=O)N(C)C3=C2C(=O)CC(C)(C)C3)cc1	-6	101	-3	-41	11	-3	-2	-3	-3	99	101
CCOC(=O)CN(C(=O)Cn1nnc2ccccc21)C(C(=O)NCCOC)c1ccccc1 (stereo not drawn)	-10	97	-1	-3	24	4	0	-1	2	98	99
COc1cc(C(=O)N2CCN(S(=O)(=O)c3cccs3)CC2)cc(OC)c1C	-4	?	-1	-25	15	-3	-2	-7	-1	99	95

Screening results: PubChem BioAssay, several laboratories
